PvdQ acylase – P. aeruginosa PvdQ acylase inhibition. inhibition, % at 10 µM. AID 488965. hit rate 0.063% among 340,000. purified PvdQ acylase, fluorescence plate reader; in the data active = inhibition above about 30%, passing the limit was not always enough; inconclusive = no clear call, values can overlap the other calls;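 also: 0% = vehicle neutral wells and 100% = reference inhibitor wells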
AddAB inh – less growth of phage-infected E. coli with AddAB; inhibition, % at 11.9 µM; hit rate 0.29% among 330,000; E. coli expressing H. pylori AddAB, absorbance growth; in the data active = inhibition above about 12%;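 also: 0% = vehicle wells of infected cells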
Tat export inh – inhibitors of E. coli Tat protein transport. E. coli MC4100 TorA-mCherry Tat export, fluorescence. inhibition, % at 10 µM. hit rate 0.036% among 340,000. AID 488895;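 active = mean replicate inhibition at least 50% and at least half of replicates individually reaching 50%; inconclusive = only one of the two criteria met; inactive = neither criterion met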;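 also: exported cargo escapes ClpAP degradation while cytoplasmic cargo is degraded and loses fluorescence; 0% = median of neutral control wells and 100% = median of NaSCN control wells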
Wnt act – Wnt/beta-catenin pathway activation. Wnt/beta-catenin reporter cell assay, activator, plate reader. activation, % at 9.35 µM. hit rate 1.2% among 300,000. AID 743398; in the data active = activation above about 30%, passing the limit was not always enough; inconclusive = no clear call, values can overlap the other calls;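 also: 0% = neutral control wells and 100% = positive control wells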
CAL PDZ FP – blocks peptide binding to human CAL PDZ domain | Q9HD26 | purified CAL PDZ, TMR-peptide fluorescence polarization, 1 h | inhibition, % at 20 µM | hit rate 0.02% among 330,000;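 active = highest replicate inhibition of at least 40%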;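 also: plate controls were DMSO neutral control wells for no effect and unlabeled competitor peptide control wells for full effect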
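Material: tagged CAL PDZ protein CerCALP, purified; buffer or medium: sodium phosphate/NaCl buffer pH 7.4 with TCEP, IgG, Thesit; also added: fluorescent TMR peptide probe; schedule: 1 h incubation at room temperature before polarization reading; technique: fluorescence polarization from S- and P-plane intensities, G-factor corrected; control set: unlabelled peptide and DMSO controls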
phage Ecoli inh – E. coli growth loss with phage present. growth absorbance. inhibition, % at 11.9 µM. hit rate 0.26% among 360,000. AID 651602; in the data active = inhibition above about 11%
PfHsp90 set2 – growth inhibition of yeast expressing Plasmodium Hsp90; inhibition, % at 9.4 µM; S. cerevisiae expressing PfHsp90, BacTiter-Glo ATP, 48 h; yeast lacking PDR1 and PDR3 efflux regulators; hit rate 0.32% among 310,000;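 active = every replicate shows inhibition above about 80%, whatever the replicate mean, limit read from the data; inconclusive = mean inhibition reaches the set limit but some replicate falls short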;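 also: 0% = DMSO neutral controls and 100% = 20 µM radicicol positive controls; yeast relying on Plasmodium falciparum Hsp90 in place of its own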
DAGLB inhibitor – diacylglycerol lipase beta (human) inhibition | HEK293T DAGLB membrane lysate, EnzChek fluorogenic substrate | inhibition, % at 5.17 µM | hit rate 0.059% among 340,000; in the data active = inhibition above about 34%;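 also: 0% = enzyme with vehicle and 100% = wells lacking enzyme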
E coli growth – counter-screen for AddAB inhibitors: E. coli growth inhibition. E. coli V3065 growth, OD600 absorbance, 18 h. inhibition, % at 11.9 µM. hit rate 0.27% among 330,000. AID 449728;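 active = inhibition above the campaign's mean inhibition across all tested compounds plus 3 SD, cut at about 9.9% in these data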;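 also: uninfected addAB+ strain grown without phage in ampicillin broth; 0% = DMSO wells and 100% = ciprofloxacin 0.95 µg/ml wells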
Rtt109 HAT inh – C. albicans Rtt109 histone acetyltransferase inhibition; purified Rtt109/Vps75, ThioGlo CoA-SH fluorescence, 4 h; inhibition, % at 34.9 µM; hit rate 0.16% among 330,000; AID 540336;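 active = inhibition of at least 50% in every replicate; inconclusive = best replicate reaches 50% inhibition but some replicates fall short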
Target sequence (Q5AAJ8 whole entry, looked up): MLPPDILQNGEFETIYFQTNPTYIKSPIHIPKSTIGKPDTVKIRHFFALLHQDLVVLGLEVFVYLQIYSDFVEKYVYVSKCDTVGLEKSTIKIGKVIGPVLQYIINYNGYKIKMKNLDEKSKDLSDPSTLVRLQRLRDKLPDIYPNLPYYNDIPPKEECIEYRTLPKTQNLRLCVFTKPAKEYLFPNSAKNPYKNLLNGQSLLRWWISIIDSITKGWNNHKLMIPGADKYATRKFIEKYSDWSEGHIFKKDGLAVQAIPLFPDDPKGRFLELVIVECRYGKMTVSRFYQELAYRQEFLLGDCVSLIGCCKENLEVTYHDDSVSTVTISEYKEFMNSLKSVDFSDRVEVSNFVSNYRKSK
* = called active by the depositor; u = inconclusive; x = not tested or not shown.

Structure,PvdQ acylase,AddAB inh,Tat export inh,Wnt act,CAL PDZ FP,phage Ecoli inh,PfHsp90 set2,DAGLB inhibitor,E coli growth,Rtt109 HAT inh
CCn1c(=NC(=O)COc2ccccc2)sc2cccc(F)c21,2,-1.6,-2,5,0.1,3.4,8,-14,-1.2,-2
Cc1cc(C)c2c(N)c(C(=O)Nc3cccc(C)c3C)sc2n1,-15,0.9,-8,18,-0.7,0.8,-16,-1,0.6,1
CCOc1ccc(NC(=O)CNC(=O)c2ccc([N+](=O)[O-])cc2)cc1,-21,-0.8,-1,-2,0.1,0.8,-3,0,0.1,-4
CC(C)(C)c1ccc(OCCCNC2CCCC2)cc1,-13,6.0,-5,0,-0.2,2.3,-1,-1,-0.2,3
Cc1cc(O)cc2c(=O)c3ccccc3sc12,6,0.3,-6,-1,-0.8,3.0,-10,-5,-1.3,1
CCOc1cc(S(=O)(=O)N(CC)CC)c(OCC)cc1-n1cnnn1,7,2.0,-9,-1,-0.3,-0.6,11,-2,-0.4,-11
COc1ccc(-n2c3c(cc(C(=O)NNc4ccccc4C)c2=O)C(=O)CC(C)(C)C3)cc1,-4,-0.7,-3,0,-0.6,5.0,-1,0,1.7,-4
Clc1ccccc1Cn1nc(-c2ccccc2)nc1-c1ccccc1,-6,2.1,2,-2,0.0,0.9,5,-14,1.8,-3
CCCCC(=O)Nc1nnc(SCC(=O)Nc2ccc(OC)cc2)s1,-11,2.5,-1,0,-2.8,2.3,17,3,-1.2,-4
CSC1=C(C#N)C(c2ccc(C)cc2)C2=C(CCCC2=O)N1 (stereo not given),-15,1.5,-1,x,-0.6,1.1,35,-1,0.1,4
Cc1ccc(N=Nc2ccc(O)c(/C=N\NC(=O)c3ccc(N)cc3)c2)cc1C,-6,1.6,-4,2,-3.2,5.8,-5,9,-0.4,-8
Cc1ccc(NC(=O)CCc2nnc3ccc(N4CCOCC4)nn23)cc1C,4,4.8,18,-1,-0.7,0.8,3,-1,-2.8,9

More results
Field names – A = PvdQ acylase; B = AddAB inh; C = Tat export inh; D = Wnt act; E = CAL PDZ FP; F = phage Ecoli inh; G = PfHsp90 set2; H = DAGLB inhibitor; I = E coli growth; J = Rtt109 HAT inh
> CCCCCCCCNC(=O)/C(C#N)=C/c1ccc2c(c1)OCCO2
  A: 4; B: 0.7; C: 2; D: -8; E: -2.0; F: 2.4; G: -7; H: -5; I: -1.5; J: x
> O=C(COC(=O)c1n[nH]c2ccccc12)Nc1ccc([N+](=O)[O-])cc1
  A: -5; B: 0.7; C: -6; D: -3; E: -2.6; F: 1.3; G: 0; H: 1; I: -0.3; J: 5
> Oc1nc(Nc2cccc(Cl)c2)sc1/C=C1\C=Nc2ccccc21
  A: 8; B: 0.3; C: -3; D: 1; E: 0.1; F: 8.3; G: -25; H: 1; I: 0.0; J: -2
> COc1ccc(C(=O)/C=C(\C)NCc2ccc3c(c2)OCO3)cc1
  A: -1; B: 2.8; C: -3; D: x; E: -0.8; F: 2.1; G: -6; H: -2; I: -1.3; J: -6
> CCOC(=O)c1cnc2c(OC)cccc2c1N1CCN(c2ccccn2)CC1
  A: -2; B: 3.0; C: -4; D: -1; E: 9.6; F: -0.8; G: -8; H: -1; I: -0.1; J: 0
> CCC(C)c1ccccc1OCCn1ccnc1 (stereo not given)
  A: -10; B: -3.4; C: 1; D: -4; E: -0.8; F: -0.6; G: 21; H: 1; I: -6.7; J: -4
> Cc1c(NC2=NC3(CCCCC3)Cc3ccccc32)c(=O)n(C)n1-c1ccccc1
  A: -10; B: 3.4; C: 1; D: x; E: -3.0; F: 2.5; G: 45; H: -3; I: -0.1; J: 4
> CCOc1ccc(NC(=O)CCC(=O)NNC(=O)Nc2cccc(Cl)c2)cc1
  A: 10; B: -4.5; C: -1; D: -1; E: 0.1; F: 0.3; G: -12; H: -3; I: -0.1; J: u
> CCOC(=O)c1sc(-c2ccccn2)nc1C
  A: -18; B: 0.3; C: 2; D: -1; E: -0.7; F: 0.9; G: -4; H: -4; I: 0.5; J: -4
> COc1ccc(S(=O)(=O)N(CCc2ccccc2)CC(N)=O)cc1
  A: 9; B: 3.9; C: -5; D: -3; E: -1.0; F: 3.0; G: 11; H: -2; I: 2.0; J: 13

In another format: entries from further up
SMILES: CCOc1ccc(NC(=O)CCC(=O)NNC(=O)Nc2cccc(Cl)c2)cc1
  PvdQ acylase = 10	AddAB inh = -4.5	Tat export inh = -1	Wnt act = -1	CAL PDZ FP = 0.1	phage Ecoli inh = 0.3	PfHsp90 set2 = -12	DAGLB inhibitor = -3	E coli growth = -0.1	Rtt109 HAT inh = u

SMILES: CCOC(=O)c1sc(-c2ccccn2)nc1C
  PvdQ acylase = -18	AddAB inh = 0.3	Tat export inh = 2	Wnt act = -1	CAL PDZ FP = -0.7	phage Ecoli inh = 0.9	PfHsp90 set2 = -4	DAGLB inhibitor = -4	E coli growth = 0.5	Rtt109 HAT inh = -4

Some of the entries so far, with values under each structure:
Order of values: PvdQ acylase | AddAB inh | Tat export inh | Wnt act | CAL PDZ FP | phage Ecoli inh | PfHsp90 set2 | DAGLB inhibitor | E coli growth | Rtt109 HAT inh
CCCCC(=O)Nc1nnc(SCC(=O)Nc2ccc(OC)cc2)s1
  -11 | 2.5 | -1 | 0 | -2.8 | 2.3 | 17 | 3 | -1.2 | -4
CSC1=C(C#N)C(c2ccc(C)cc2)C2=C(CCCC2=O)N1 (stereo not given)
  -15 | 1.5 | -1 | x | -0.6 | 1.1 | 35 | -1 | 0.1 | 4
Cc1ccc(N=Nc2ccc(O)c(/C=N\NC(=O)c3ccc(N)cc3)c2)cc1C
  -6 | 1.6 | -4 | 2 | -3.2 | 5.8 | -5 | 9 | -0.4 | -8
Cc1ccc(NC(=O)CCc2nnc3ccc(N4CCOCC4)nn23)cc1C
  4 | 4.8 | 18 | -1 | -0.7 | 0.8 | 3 | -1 | -2.8 | 9
CCCCCCCCNC(=O)/C(C#N)=C/c1ccc2c(c1)OCCO2
  4 | 0.7 | 2 | -8 | -2.0 | 2.4 | -7 | -5 | -1.5 | x
O=C(COC(=O)c1n[nH]c2ccccc12)Nc1ccc([N+](=O)[O-])cc1
  -5 | 0.7 | -6 | -3 | -2.6 | 1.3 | 0 | 1 | -0.3 | 5
Oc1nc(Nc2cccc(Cl)c2)sc1/C=C1\C=Nc2ccccc21
  8 | 0.3 | -3 | 1 | 0.1 | 8.3 | -25 | 1 | 0.0 | -2
COc1ccc(C(=O)/C=C(\C)NCc2ccc3c(c2)OCO3)cc1
  -1 | 2.8 | -3 | x | -0.8 | 2.1 | -6 | -2 | -1.3 | -6
CCOC(=O)c1cnc2c(OC)cccc2c1N1CCN(c2ccccn2)CC1
  -2 | 3.0 | -4 | -1 | 9.6 | -0.8 | -8 | -1 | -0.1 | 0
CCC(C)c1ccccc1OCCn1ccnc1 (stereo not given)
  -10 | -3.4 | 1 | -4 | -0.8 | -0.6 | 21 | 1 | -6.7 | -4
Cc1c(NC2=NC3(CCCCC3)Cc3ccccc32)c(=O)n(C)n1-c1ccccc1
  -10 | 3.4 | 1 | x | -3.0 | 2.5 | 45 | -3 | -0.1 | 4

The results go on.
Field names – A = PvdQ acylase; B = AddAB inh; C = Tat export inh; D = Wnt act; E = CAL PDZ FP; F = phage Ecoli inh; G = PfHsp90 set2; H = DAGLB inhibitor; I = E coli growth; J = Rtt109 HAT inh
> Cc1ccc2c(c1)C(O)(CC(=O)c1ccc3c(c1)OCO3)C(=O)N2 (stereo not given)
  A: 3; B: 3.1; C: -6; D: x; E: x; F: 2.6; G: 5; H: 1; I: 0.5; J: -19
> CCCN(CC(=O)Nc1ccc(NC(C)=O)cc1)CC(=O)Nc1ccc(F)c(F)c1F
  A: -4; B: 0.9; C: 3; D: -1; E: -1.8; F: 0.7; G: 8; H: 2; I: -3.5; J: 0
> COc1ccc(C(=O)O/N=C(\N)Cc2ccc(Cl)c(Cl)c2)cc1OC
  A: 4; B: -2.3; C: -8; D: 1; E: -1.5; F: 0.5; G: -15; H: -18; I: -0.8; J: -5
> Cc1n[nH]c(=O)c2c(NC(=O)COC(=O)COc3cccc(Br)c3)oc(C)c12
  A: -11; B: 0.2; C: -10; D: -1; E: 0.2; F: 0.5; G: 13; H: 1; I: 0.0; J: -15
> COc1ccc(S(=O)(=O)NCCSc2ccc(Cl)cc2)cc1OC
  A: -10; B: 1.4; C: 0; D: 0; E: -2.2; F: 3.6; G: 18; H: -2; I: -0.7; J: 9
